S1P2 antag = blocks the human S1P2 receptor. inhibition, % at 5 µM. 97,000 compounds, 0.21% hits. cell-based S1P2 antagonist assay, inhibition at 5 uM; in the data active means inhibition above about 45%;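 further: CRE beta-lactamase reporter cells expressing human S1P2 stimulated with S1P; 0% = agonist at EC80 alone and 100% = agonist plus reference antagonist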
Target sequence (O95136 whole entry, looked up): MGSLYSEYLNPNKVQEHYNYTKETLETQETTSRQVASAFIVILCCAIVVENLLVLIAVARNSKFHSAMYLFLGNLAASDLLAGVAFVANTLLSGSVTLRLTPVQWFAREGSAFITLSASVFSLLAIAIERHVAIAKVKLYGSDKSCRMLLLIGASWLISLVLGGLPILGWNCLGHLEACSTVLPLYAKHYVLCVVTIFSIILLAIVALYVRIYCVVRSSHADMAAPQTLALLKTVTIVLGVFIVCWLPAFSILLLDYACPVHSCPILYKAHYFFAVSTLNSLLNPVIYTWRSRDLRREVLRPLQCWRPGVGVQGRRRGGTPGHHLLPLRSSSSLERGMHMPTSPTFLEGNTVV
sEH act = soluble epoxide hydrolase (human) activation; 91,000 compounds, 0.04% hits; purified human sEH enzymatic activity, activator screen; AID 717; activation, % at 2 µM; in the data active means activation above about 37%; further: values of inactives mirror those of a sister screen read the other way
Mac1 fbg inh = inhibitors of human CD11b/CD18 binding to fibrinogen; K562 CD11b/CD18 adhesion to fibrinogen, ATPlite luminescence; Mn2+ added to activate the integrin; inhibition, % at 10 µM; 93,000 compounds, 0.54% hits;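 active means primary inhibition of 50% or more at 10 µM, then 40% or more on retest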; further: some results filed as inactive read as strong as hits
Target sequence (P05107 whole entry, looked up, other chains not shown): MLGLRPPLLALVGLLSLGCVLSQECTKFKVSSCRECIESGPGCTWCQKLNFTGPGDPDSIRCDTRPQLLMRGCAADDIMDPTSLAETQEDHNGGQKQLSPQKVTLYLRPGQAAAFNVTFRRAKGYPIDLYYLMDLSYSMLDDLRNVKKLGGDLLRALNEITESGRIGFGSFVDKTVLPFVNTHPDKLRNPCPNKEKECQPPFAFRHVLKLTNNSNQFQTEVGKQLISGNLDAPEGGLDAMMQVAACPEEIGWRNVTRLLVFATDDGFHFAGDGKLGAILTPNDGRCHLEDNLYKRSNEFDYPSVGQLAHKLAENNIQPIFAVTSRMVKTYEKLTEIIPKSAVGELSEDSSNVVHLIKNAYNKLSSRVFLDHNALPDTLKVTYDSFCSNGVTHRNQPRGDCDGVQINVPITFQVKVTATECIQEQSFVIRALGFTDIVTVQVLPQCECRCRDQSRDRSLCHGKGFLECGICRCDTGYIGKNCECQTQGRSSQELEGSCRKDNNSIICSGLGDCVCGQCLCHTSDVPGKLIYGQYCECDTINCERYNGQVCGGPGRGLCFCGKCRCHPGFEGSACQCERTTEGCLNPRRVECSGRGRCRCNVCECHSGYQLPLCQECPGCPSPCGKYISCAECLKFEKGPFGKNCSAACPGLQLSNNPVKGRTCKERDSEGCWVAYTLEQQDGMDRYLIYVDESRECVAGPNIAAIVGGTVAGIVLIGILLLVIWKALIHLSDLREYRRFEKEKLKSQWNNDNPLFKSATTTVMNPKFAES
E coli WT exp = blocks growth of wild type E. coli BW25113; growth inhibition, % at 100 µM; OD600 absorbance; 98,000 compounds, 0.15% hits;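 active means growth inhibition above about 50% at one test dose, limit read from the data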;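 further: growth measured after 20 h incubation at 37 °C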
PostGolgi ctrl = yeast control strain growth, post-Golgi counter-screen | inhibition, % at 10 µM | efflux-deficient yeast background strain, growth absorbance A615, 16 h | 98,000 compounds, 5% hits
S1P2 agonist = agonists of human S1P2 receptor | activation, % at 4.5 µM | S1P2-expressing cell line, agonist reporter read-out | AID 729 | 97,000 compounds, 0.46% hits; in the data active means activation above about 16%;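 further: 0% = vehicle low control and 100% = maximal reference agonist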
sEH inh = soluble epoxide hydrolase (human) inhibition | P34913 | recombinant human sEH enzymatic activity assay | inhibition, % at 2 µM | 91,000 compounds, 0.34% hits | AID 707; in the data active means inhibition above about 80%; further: values of inactives mirror those of a sister screen read the other way; many of its hits are not listed in these tables
PostGolgi yeast = growth inhibition of a yeast mutant, post-Golgi transport screen; inhibition, % at 10 µM; 98,000 compounds, 0.9% hits; post-Golgi transport phenotypic cell assay; AID 739;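 further: yeast cells grown in 1536-well plates; yeast grown about 18 h at 30C before absorbance read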
PLAP act = activates human placental alkaline phosphatase. 96,000 compounds, 1.2% hits. purified PLAP enzyme, luminescent substrate read-out; hits give high values. AID 696. P05187. activation fold at 20 µM; in the data active means activation fold above about 2
* marks the source's active call; other numbers are inactive results; x = no result given. Unless noted, no stated cut-off is given here; in the data, active means inhibition above about 30%; inactive means the rest.

Every second line gives: S1P2 antag, sEH act, Mac1 fbg inh, E coli WT exp, PostGolgi ctrl, S1P2 agonist, sEH inh, PostGolgi yeast, PLAP act
Cn1c(=O)cc(OCC(=O)NCCCN2CCN(Cc3ccccc3)CC2)c2ccccc21
  15, -4, 16, 0, -5, -5, 4, -5, 1.7
CCOC(=O)Cc1csc(NC(=O)CSc2nnnn2-c2ccc(CC)cc2)n1
  18, -12, 8, -1, 8, -2, 12, -2, 1.5
C=CCN1C(=O)C(CC(=O)Nc2ccccc2)SC1=Nc1c(C)n(C)n(-c2ccccc2)c1=O (stereo not drawn)
  9, 12, x, 1, 10, -7, -8, 13, 1.4
CCOC(=O)CNc1c(N2CCN(c3ccccn3)CC2)c(=O)c1=O
  8, 17, -5, 7, 0, -2, -19, -1, 1.1
COc1ccc(OC)c(NC(=O)CSc2ncnc3c2cnn3-c2ccccc2Cl)c1
  81*, 0, x, x, x, -3, 2, x, x
C/C(=N\NC(=O)C1CCCN(S(=O)(=O)c2ccccc2)C1)c1ccncc1 (stereo not drawn)
  2, -29, -31, -4, 0, -5, 31, -35, 1.1
Cc1ccccc1C(=O)NCCN=C1NS(=O)(=O)c2ccccc21
  15, -4, -5, 7, 1, -8, 3, 8, 0.8
CCN=c1scc(-c2ccc3c(c2)NC(=O)CO3)n1N=C1CCCC1
  10, -4, 98*, -4, 7, -6, 4, -6, 1.5
N#Cc1c(C(F)(F)F)cc(-c2ccccc2Cl)[nH]c1=O
  14, x, 62*, -1, 26, -4, x, -18, 1.5
Cc1cc(C)c2c(N)c(C(=O)Nc3nccs3)sc2n1
  -2, 5, 40, -2, -8, 0, -3, -5, 1.6
Cc1ccc(Cn2nnc(C(=O)Nc3cccc(C)c3C)c2N)cc1
  x, x, -19, -10, 12, x, x, 3, 0.7
CCc1c(C)c2ccc(OCC(=O)OC(C)C)c(C)c2oc1=O
  25, 3, -6, -6, 7, -9, -5, 3, 0.9
COC(=O)c1c(N)nc(C)n1-c1ccc(OC)cc1
  11, x, -21, -1, -2, 1, x, 0, 0.8
Cc1ccc(OCC(O)CNS(=O)(=O)c2ccccc2C(=O)N2CCCCC2)cc1 (stereo not drawn)
  11, -5, 3, 7, 7, -1, 6, 7, 1.4
CCOC(=O)N1CCN(CCC(=O)Nc2ccc(OC)cc2)CC1
  -3, 14, 3, -7, 2, -4, -13, -7, 0.8
Cn1c(SCC(=O)N2CCN(c3ccccc3)CC2)nnc1-c1cc2ccccc2o1
  -7, 22, -4, -2, 27, -2, -19, -1, 1
CCN(CC)S(=O)(=O)c1ccc(S(=O)(=O)N(CC(=O)Nc2ccccc2)CC2CCCO2)cc1 (stereo not drawn)
  -6, -3, x, x, x, -6, 6, x, x
Cc1ccccc1C(=O)Nc1sc(C)c(C)c1C(=O)c1ccccc1
  -16, 8, x, -30, 2, -4, -8, -1, 0.8
COCCCn1cnc2oc3nc4ccccc4nc3c2c1=O
  0, -7, 4, 4, 6, -5, 7, 6, 1.2
Cc1ccc2oc(C(Cl)(Cl)Cl)cc(=O)c2c1
  0, -9, 8, 8, 13, -3, 11, 3, 1
O=C(CSc1ncnc2nc[nH]c12)N1CCN(c2ccc(Cl)cc2)CC1
  23, 2, -8, -2, 12, -6, -2, -5, 1.8
CCOC(=O)N1CCN(C(=O)c2cc(-n3cnnc3)ccc2Cl)CC1
  0, 0, -27, 0, 2, -3, 0, -4, 1.1
COC(=O)Cn1ncc2c3ccccc3n(C)c2c1=O
  8, 2, 10, -3, 2, -7, -1, -2, 0.9
Cc1cc(NC(=O)CSc2ccc3nnc(-c4ccc(Cl)cc4)n3n2)no1
  22, 11, -20, -4, 6, -8, -10, -20, 1
O=C(O)CC1(CC(=O)Nc2ccc3ccccc3c2)CCCCC1
  -2, -7, 5, 7, 7, -5, 6, 4, 0.9
CC1CN(C(=O)/C=C/c2cccc([N+](=O)[O-])c2)CC(C)O1 (stereo not drawn)
  15, 11, x, x, x, -9, -12, x, x
Cc1ccc(S(=O)(=O)Nc2cccc(/C=C/C(=O)O)c2)cc1
  1, 1, 27, 2, 3, -1, 1, 11, 1
CC(=O)N(C)c1ccc(OCC(O)CN(Cc2ccco2)S(=O)(=O)c2ccc(C)cc2)cc1 (stereo not drawn)
  -22, 28, 49, 3, 16, -2, -25, -22, 1.6
COc1ccc(/C=C/c2ccncc2)cc1OC
  -22, -3, x, x, x, -2, 5, x, x
Cc1cccc(N(CC(=O)NCc2ccco2)C(=O)CCC(=O)Nc2ccccn2)c1
  x, x, -18, -21, 4, x, x, 2, 1.1
COc1cccc2c3c(c(=O)[nH]c12)CCC(C)(C)O3
  -16, 12, -9, 4, 4, -3, -10, -4, 1.7
O=C(c1ccco1)N(CCCN1CCOCC1)c1nc(-c2ccc(Cl)cc2)cs1
  -2, 9, -30, -17, 15, -5, -7, 6, 1.2
COCCCNC(=O)CS(=O)Cc1nc(-c2ccccc2C)oc1C (stereo not drawn)
  2, 12, 1, 0, 2, -6, -13, -2, 1
Cc1ccc(-c2nc(C3CCCN(S(=O)(=O)c4ccc(C(F)(F)F)cc4)C3)no2)cc1 (stereo not drawn)
  x, x, -1, 21, -7, x, x, -4, 1.1
COc1cc(-c2nn3c(-c4cccnc4)nnc3s2)cc(OC)c1OC
  -44, -16, -28, -3, 12, 7, 17, 3, 0.9
CCCn1cc(S(=O)(=O)CC(=O)Nc2ccc(OCC)cc2)c2ccccc21
  x, x, -4, -4, 15, x, x, -4, 0.9
CCOc1ccc2[nH]c(C)cc(=O)c2c1
  2, -7, 4, 8, -3, 0, 7, 4, 1
COc1ccc(C)cc1NC(=O)CSc1nnc(-c2ccc(C)cc2)o1
  -8, -3, 3, -2, 0, -5, 1, 2, 1
O=C(CN1C(=O)C2C3C=CC(C3)C2C1=O)Nc1ccc2nccnc2c1 (stereo not drawn)
  14, -5, -20, 1, 0, -2, 2, 11, 1
COc1ccc(OC)c(-c2cc(C(=O)Nc3c(C)nn(Cc4ccc(Cl)cc4)c3C)no2)c1
  16, 8, 7, -7, 33*, -3, -8, -9, 1.3

Record cards, as listed above. Order of screens: S1P2 antag, sEH act, Mac1 fbg inh, E coli WT exp, PostGolgi ctrl, S1P2 agonist, sEH inh, PostGolgi yeast, PLAP act
`Cc1ccc2oc(C(Cl)(Cl)Cl)cc(=O)c2c1` is entered as 0, -9, 8, 8, 13, -3, 11, 3, 1
`CCc1c(C)c2ccc(OCC(=O)OC(C)C)c(C)c2oc1=O` is entered as 25, 3, -6, -6, 7, -9, -5, 3, 0.9

More records
Every second line gives: S1P2 antag, sEH act, Mac1 fbg inh, E coli WT exp, PostGolgi ctrl, S1P2 agonist, sEH inh, PostGolgi yeast, PLAP act
COC(=O)c1ccccc1NC(=O)COC(=O)c1ccco1
  -4, -1, -6, -21, 12, -3, 4, -5, 1
CC1CC(C)CN(Cc2nc(N)nc(Nc3ccc4ccccc4c3)n2)C1 (stereo not drawn)
  -8, -3, 19, 14, 0, -3, 5, -1, 1.3
Clc1ccc(CCNc2nc3ccccc3n3nnnc23)cc1
  -14, 8, -23, -5, 3, -4, -8, -8, 1.1
Cc1cc2ccccc2n1CCNC(=O)Cc1ccccc1
  -12, x, -14, -5, 6, -5, x, -5, 1.2
O=C(O)CCCc1nc2ccccc2s1
  7, 7, 0, -5, 5, -4, -2, 2, 1.1
CCCN(CCC)CCNC(=O)CS(=O)Cc1nc(-c2ccc(C)cc2)oc1C (stereo not drawn)
  5, 5, x, 2, 9, -9, -3, 3, 1.4
O=C(Cc1coc(-c2ccc(F)cc2)n1)NC1CCCCC1
  x, x, -18, 2, 8, x, x, -8, 0.9
O=C(Nc1cccc(Cl)c1)c1cnn2cccnc12
  -4, -2, -2, 9, 0, -7, 7, -4, 0.9
O=C(CCSCc1ccccc1Cl)N1CCN(c2cccc(Cl)c2)CC1
  1, -14, x, -14, 16, -10, 17, -3, 1.1
Cc1ccc(NC(=O)c2cc(NC(=O)c3ccco3)ccc2N2CCOCC2)cc1Cl
  -23, 14, -3, -12, 5, -11, -11, 3, 1.1
C/C(=N\NC(=O)Cc1cccn1C)c1cccc2ccccc12
  -7, -82, -52, -2, 9, -4, 82*, -2, 1.1
CN(/N=C/c1cccnc1)c1cnn(-c2ccc(F)c(Cl)c2)c(=O)c1Cl
  -6, 11, 15, 11, 7, -1, -8, -6, 1
O=C(Oc1cc(-c2ccccc2)no1)c1ccc(F)cc1
  20, 2, -18, -26, -3, -3, -2, 2, 0.9
CCn1c(CSc2nnc(-c3cccnc3)n2-c2ccccc2C)nc2cc(C(=O)O)ccc21
  -21, 5, 22, 4, 0, -5, -5, 17, 1.4
CCOc1ccc2oc(-c3ccccc3)c(C(=O)N(C)C)c2c1
  -2, 3, 18, 2, 12, -4, -1, 0, 1.6
O=C(NCc1ccco1)c1cc(-c2cccnc2)nc2ccccc12
  x, x, -4, -1, 9, x, x, 2, 1.5
CCOC(=O)/N=C(/NC(=O)Nc1ccc(C(=O)OCC)cc1)OC
  -13, -7, -19, 10, 1, -7, 7, -5, 0.8
Cn1nnc2cc(NC(=O)N3CCN(c4ccccn4)CC3)ccc21
  -16, -4, -37, -4, 5, 1, 7, -6, 0.9
Fc1ccc2c(c1)C(c1ccc(N3CCOCC3)cc1)=NNC(c1cccs1)=N2
  5, 2, -62, -4, 36*, -7, 0, -5, 1.4
Cc1ccccc1-c1nc(Cc2ccccc2)no1
  -9, 15, x, 8, 3, -9, -12, -7, 1.2
CCOc1ccccc1C(=O)NCCC(=O)O
  -7, -1, -24, -1, -4, -3, 5, -8, 0.9
CCCn1c(=O)c(C(=O)NCc2ccncc2)c(O)c2ccccc21
  -39, 12, 1, 5, 15, -5, -12, -2, 1.1
CC(C)Oc1ccc(C(CC(=O)O)NC(=O)CSc2ncn[nH]2)cc1 (stereo not drawn)
  -13, 6, x, 1, 25, -2, -8, 9, 0.9
CCOCC(=O)N1CCc2ccccc21
  12, 9, -20, 4, 1, -1, -11, 1, 0.9
CCOC(=O)N1CCC(NC(=O)c2cnn3c2NC(c2ccco2)CC3C(F)(F)F)CC1 (stereo not drawn)
  2, -2, 0, 3, -1, -3, -1, 17, 1.4
CC(=O)c1ccc(NC(=O)Oc2ccccc2)cc1
  -31, 6, -6, -3, 0, 2, -4, -7, 0.8
Cc1cc(=O)[nH]c(-n2[nH]c(C)cc2=O)n1
  15, 3, x, -8, 4, -7, -4, 3, 2.2*
COc1ccc(C2=NOC(C(=O)NCc3cccs3)C2)cc1OC (stereo not drawn)
  -11, 6, -16, 9, -10, -3, -6, 6, 0.7
O=c1c2ccccc2nc2n1CCN2Cc1ccc(Cl)cc1
  x, x, 55, 6, 24, x, x, 3, 1
Cc1c(Cl)cccc1N(CC(=O)NC1CCCCC1)S(C)(=O)=O
  x, x, -7, 0, 13, x, x, 0, 1.3
CCN(Cc1ccccc1)C(c1ccc(C(F)(F)F)cc1)c1nnnn1C(C)(C)C (stereo not drawn)
  -9, -45, x, x, x, -1, 48, x, x
C=CCn1c(COc2ccc(Cl)cc2)nnc1SCC(=O)N/N=C/c1cccc(O)c1
  14, -11, x, -7, -2, -3, 11, -10, 0.9
CCOC(=O)c1c(NC(=O)CC(C)C)sc(C(C)=O)c1C
  -22, -3, x, x, x, -5, 8, x, x
O=C(COc1cccc2ccccc12)N/N=C/c1ccc(Sc2nc3ccccc3s2)o1
  18, 2, 3, -12, 6, -9, -3, 6, 1.2
Cc1cccn2cc(-c3ccccc3)nc12
  14, x, 2, 8, 5, 1, x, -2, 1
COc1ccc(S(=O)(=O)NCc2ccc3c(c2)OCO3)cc1C(=O)O
  21, 14, x, -1, 5, -3, -16, 1, 1.3
O=C(c1cccn(Cc2ccc(Cl)c(Cl)c2)c1=O)N1CCOCC1
  6, 2, x, -8, 8, -6, 1, 12, 1.1
O=C(C1CCN(c2ccc(N3CCOCC3)nn2)CC1)N1CCN(c2ccc(F)cc2)CC1
  -7, 17, -4, 0, -5, -4, -16, 11, 1.4
CCOC(=O)C1CCCN(Cc2sccc2C)C1 (stereo not drawn)
  -14, 2, -5, 9, 12, -2, -6, -9, 1
COc1ccc2[nH]c(=O)c(CN(C(C)=O)c3cccc(C)c3)cc2c1
  -2, 7, -9, -5, 10, -2, -5, 0, 1
COCCNC(=O)C1CCN(S(=O)(=O)c2ccccc2)CC1
  -9, 9, -11, 5, 1, 1, -13, -41, 1
CCOc1cc2nc(-c3ccc(OC)c(OC)c3)nc(NCCCN3CCOCC3)c2cc1OC
  -1, -4, -19, 2, 7, -2, 5, -2, 1.6

Assay outcomes as filed in PubChem.
